# Screens as filed in PubChem.
# HSF1 inh – HSF1 inhibition; NIH3T3-HGL HSE-luciferase, MG132-induced, luminescence 8 h; hits give low values; activity change, negative = inhibition, % at 7.5 µM (by protocol); actives 0.77% (n = 300,000);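 active = more than half of replicate wells show activity change below -50%, luminescence cut by over half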;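 also: luciferase reports HSF-1 transcriptional activity via heat shock element; 0% = median of DMSO wells and -100% = zero luminescence signal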
# aSyn UTR inh – 5' untranslated region of α-synuclein, MLPCN primary screen; alpha-synuclein 5'UTR reporter, inhibitor activity; inhibition, % (tested at 7.5 µM); actives 0.82% (n = 300,000); AID 1813; in the data active = inhibition above about 60%;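 also: H4 neuroglioblastoma cells stably carrying SNCA 5'UTR luciferase fusion; 0% = DMSO wells and 100% = positive control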
# KLF5 inh – suppresses KLF5 promoter-driven expression; inhibition, % at 5 µM; DLD-1 KLF5 promoter-luciferase reporter, luminescence; actives 0.23% (n = 290,000);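 active = inhibition above a per-plate limit of that plate's mean compound inhibition plus 3 SD, cut at about 60% in these data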;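 also: 0% = DMSO wells and 100% = LY294002 at 200 µM; higher means less KLF5 promoter-driven luciferase light; inactives centre near -14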
# Platelet DG rel – modulates dense granule release in human platelets; AID 1663; inhibition, %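 (compounds screened at 7.5 µM in platelet-rich plasma)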; human platelet-rich plasma, SFLLRN dense granule ATP release, luminescence; actives 0.22% (n = 300,000);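 active = mean replicate score, as percent of positive control, at or above 50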
# HSF-1 act – increases HSF-1 driven luciferase reporter signal; activation, % at 9 µM; actives 1.7% (n = 300,000); NIH3T3-HGL HSF-1 luciferase reporter, MG132, 8 h; 100% = twice DMSO control signal;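 active = mean replicate activation of at least 50% with a set share of replicates each reaching 50%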;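 also: 0% = median of the neutral control wells and 100% = twice that signal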
# HDAC3 inhib – human HDAC3 inhibition; recombinant HDAC3, fluorogenic peptide/trypsin coupled, fluorescence; inhibition, % at 8.3 µM; actives 0.15% (n = 320,000); in the data active = inhibition above about 26%, passing the limit was not always enough
# Target sequence (O15379 whole entry, looked up): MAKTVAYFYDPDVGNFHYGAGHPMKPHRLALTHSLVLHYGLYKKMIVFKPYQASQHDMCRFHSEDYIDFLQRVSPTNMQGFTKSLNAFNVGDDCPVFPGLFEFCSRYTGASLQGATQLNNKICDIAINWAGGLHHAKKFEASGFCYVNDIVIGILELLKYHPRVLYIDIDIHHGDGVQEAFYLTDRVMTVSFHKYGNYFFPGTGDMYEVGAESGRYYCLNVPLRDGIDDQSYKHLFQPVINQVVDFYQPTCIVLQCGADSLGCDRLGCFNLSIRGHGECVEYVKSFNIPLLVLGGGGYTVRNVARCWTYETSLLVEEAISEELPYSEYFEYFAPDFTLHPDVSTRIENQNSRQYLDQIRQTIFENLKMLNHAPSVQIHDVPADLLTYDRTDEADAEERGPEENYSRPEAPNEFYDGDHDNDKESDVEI
# IEC-6 cytotox – kills IEC-6 intestinal cells in KLF5 counter-screen; inhibition, % at 5 µM; actives 0.78% (n = 290,000); IEC-6 cytotoxicity, luminescence viability; in the data active = inhibition above about 22%;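 also: 0% = plate median of test compound wells and 100% = cytotoxic reference compound wells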
# HSP90 refold inh – inhibitors of HSP90 luciferase refolding in rabbit reticulocyte lysate; luciferase refolding luminescence, 3 h; inhibition, % at 5.6 µM; actives 0.91% (n = 290,000);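 active = inhibition above the screen-wide mean plus 3 SD, computed separately per campaign, cut at about 16% in these data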;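 also: 0% = DMSO wells and 100% = 60 µM geldanamycin wells; inhibitors lower the luminescence because luciferase stays unfolded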
# HIF act – HIF pathway transcriptional activation; AID 1910; U2OS HRE-luciferase reporter, luminescence; normalized: DMSO 0%, desferrioxamine 100%; activation, % at 7.5 µM (by protocol); actives 0.32% (n = 300,000);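 active = mean activation of at least 10% of the iron chelator positive control signal, with at least half of replicates also reaching 10%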
# AI-2 QS modul – Vibrio harveyi AI-2 quorum sensing modulation | Vibrio harveyi JMH597 AI-2 luminescence/OD600 ratio, 9 h; hits give low values; strain lacks LuxN and CqsS sensors; 0 = neutral-control median | activity change, % at 7.5 µM | actives 0.4% (n = 300,000) | AID 2094; in the data active = activity change below about -75%, passing the limit was not always enough;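 also: luminescence divided by OD600 gain over 9 h not by final OD600 alone; inactives centre near 13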
# * marks the source's active call; other numbers are inactive results; x = not tested or not shown. This is a random part of the collection. Share with any hit: about 5%.
compound,Platelet DG rel,HSF-1 act,HSP90 refold inh,IEC-6 cytotox,HDAC3 inhib,aSyn UTR inh,HIF act,KLF5 inh,AI-2 QS modul,HSF1 inh
Cc1cccc(N/C(N)=N/c2nc(C(F)(F)F)cc(=O)[nH]2)c1C,4,-9,-7,-4,4,-42,-0.6,-34,8,-3
O=c1oc(-c2ccccc2)nc2sc3c(c12)CCCC3,-8,69*,5,-1,11,-103,7.8,-19,18,51
Cc1ccc([N+](=O)[O-])cc1NC(=O)c1ccccc1,3,-17,-1,-10,-16,-25,0.1,-21,17,-13
CCOC(=O)CNC(=O)c1ccc(SCC)cc1,24,10,1,-6,-2,-91,1.3,-68,11,10
CC(=O)Nc1ccc(NC(=O)CCn2cnnn2)cc1,-9,-2,-6,-3,3,-6,0.1,-20,3,-8
COc1ccccc1CNC(=O)c1cc(-c2ccncc2)nc2c(Cl)cccc12,-2,2,1,6,9,-28,-0.7,-9,29,2
COc1ccc(COCC(CC(C)C)N2CCN(C(=O)c3cccc(C(F)(F)F)c3)CCC2=O)cc1 (stereo not drawn),-2,14,-2,-1,22,14,-0.6,-13,0,0
CCOc1cc(NC(=S)NCC(C)C)c(OCC)cc1NC(=O)c1ccco1,10,46,-5,2,-1,26,-0.3,-12,9,10
CCOc1ccc(C(=O)N[C@H](C(=O)Nc2cccc(S(=O)(=O)N3CCCCC3)c2)C(C)C)cc1,0,25,3,1,-4,76*,-0.8,-13,27,10
COc1cc(-c2nn3c(COc4ccccc4)nnc3s2)cc(OC)c1OC,7,9,3,-1,7,11,-0.9,-24,18,-5
COc1ccc(CC(=O)Nc2ccc(S(=O)(=O)Nc3cc(C)on3)cc2)cc1OC,10,3,0,1,1,-6,-0.6,-12,-26,-6
CCC(C)NC(=O)c1ccccc1C(=O)NC(C)CC (stereo not drawn),7,-9,1,2,4,-31,-0.6,2,13,-6
Cc1nc2cc(N3CCCCC3)c(NC(=O)c3cccnc3)cc2c(=O)n1Cc1ccccc1,x,3,3,6,-11,15,-1.2,-11,17,6
COc1ccc(-c2nnc(Sc3nc4ccccc4o3)c3ccccc23)cc1,-10,-13,3,-6,4,25,-0.1,-14,43,-9
Cc1ccc(N(CC(=O)N2CCOCC2)S(C)(=O)=O)cc1,1,10,3,-4,-10,7,-0.4,-52,43,-3
CCNC(=O)c1ccccc1NC(=O)c1cccc(S(=O)(=O)N2CCC(C)CC2)c1,-1,-13,2,4,10,33,0.0,-13,-6,-10
CC1c2ccsc2CCN1C(=O)NC(=O)c1ccc(Cl)cc1 (stereo not drawn),6,71*,-2,-6,1,12,-0.4,-16,22,21
Cc1[nH]nc2c1C(CC(C)C)C(C#N)=C(N)O2 (stereo not drawn),-5,-10,3,4,1,25,-0.5,-25,19,-5
CC1CCN(CCOCCSc2ccc(Cl)cc2)CC1,-1,-3,4,0,-4,11,-0.2,-15,8,-1
COC(=O)CN(c1ccccc1F)S(=O)(=O)c1ccc(C)cc1,-2,9,0,-4,1,10,-0.2,-13,19,0

# Continued:
compound,Platelet DG rel,HSF-1 act,HSP90 refold inh,IEC-6 cytotox,HDAC3 inhib,aSyn UTR inh,HIF act,KLF5 inh,AI-2 QS modul,HSF1 inh
CCOC(=O)c1cnc(-n2nc(C)cc2C)nc1NNc1nc(-c2ccccc2)cc(-c2ccccc2)n1,-2,-8,-8,-5,2,82*,18*,2,8,-4
Cc1cc(C)cc(C(=O)Nc2cccnc2Cl)c1,0,14,1,-2,0,-18,-31,-39,x,5
COc1cc(C2=NOC(C(=O)NCc3ccc(F)cc3)C2)cc(OC)c1OC (stereo not drawn),-2,-21,-2,86*,-8,77*,0.3,73*,29,-15
Cc1cccc(Sc2c([N+](=O)[O-])ncn2C)n1,-7,14,0,1,3,3,-0.2,-18,31,-4
CCCn1c(SCC(=O)N2CCN(CC)CC2)nc2c1c(=O)n(C)c(=O)n2C,9,3,-4,-1,-2,15,0.5,0,4,-2
O=C(COC(=O)Cc1ccccc1[N+](=O)[O-])Nc1nnc(-c2ccccc2)o1,0,0,x,x,1,-2,0.7,x,32,-4
CCOC(=O)N1CCN(C(=O)Cc2c(C(=O)O)n(C)c3ccccc23)CC1,-1,-3,-5,0,-6,-2,0.3,-12,-4,1
COc1ccc(C(=O)N2CCc3c([nH]c4ccccc34)C2C(F)(F)F)cc1 (stereo not drawn),-5,11,0,-9,8,10,-0.1,-13,26,4
CCC(=O)NC(NC(=S)Nc1cccc2cccnc12)C(Cl)(Cl)Cl (stereo not drawn),11,50,-2,4,-4,4,-0.6,-33,8,19
Cc1ncc(CO)c(CNc2ccc(Oc3ccccc3)cc2)c1O,-1,2,2,-3,-1,-8,-1.0,-13,-87*,2
O=[N+]([O-])c1cnn(-c2nc(-c3ccccc3)cc(C(F)(F)F)n2)c1,-1,-7,0,0,-4,2,0.2,-2,12,-10
O=C(NCc1n[nH]c(=S)n1-c1ccccc1)c1ccc(S(=O)(=O)N2CCCCC2)cc1,-4,-12,3,-4,3,-3,-0.1,-1,25,-14
Cc1cc(C)n(-c2ccc(NC(=O)C3CCN(Cc4ccccn4)CC3)cc2)n1,-10,6,0,6,-4,-31,0.5,-16,4,-1
COc1cc(OC)c(C2N(c3cc(C)on3)C(=O)C3CCCN32)cc1OC (stereo not drawn),-3,15,-2,-1,7,-1,0.1,-1,18,-6
O=C(O)c1ccc(N/N=C/c2cc3cc4c(cc3nc2Cl)OCCO4)cc1,-29,-8,12,0,x,8,0.3,-45,19,0
O=C(Cn1nc(-c2cccc(Cl)c2)ccc1=O)NCC1COCCO1 (stereo not drawn),-18,-4,x,x,x,12,-0.5,x,54,1
O=C(NCC1CCCN1S(=O)(=O)c1ccccc1)C(=O)NC1CC1 (stereo not drawn),4,-5,x,x,-7,-4,0.4,x,18,-9
CN1C(=O)CSc2ccc(NC(=O)NCc3cccnc3)cc21,0,-2,6,2,1,7,0.1,-21,-21,0
Oc1ccc(/C=N/Nc2ccccc2)cc1,-1,-16,2,3,6,-20,0.3,2,5,2
Cc1cc(Br)ccc1NC(=O)C1C2CCC(O2)C1C(=O)O (stereo not drawn),-5,7,-1,-4,-8,-5,1.8,-9,15,-1

# Exported with two lines to a compound: part of the list above.
# Values run as follows: Platelet DG rel | HSF-1 act | HSP90 refold inh | IEC-6 cytotox | HDAC3 inhib | aSyn UTR inh | HIF act | KLF5 inh | AI-2 QS modul | HSF1 inh
> CCCn1c(SCC(=O)N2CCN(CC)CC2)nc2c1c(=O)n(C)c(=O)n2C
 : 9 | 3 | -4 | -1 | -2 | 15 | 0.5 | 0 | 4 | -2
> O=C(COC(=O)Cc1ccccc1[N+](=O)[O-])Nc1nnc(-c2ccccc2)o1
 : 0 | 0 | x | x | 1 | -2 | 0.7 | x | 32 | -4
> CCOC(=O)N1CCN(C(=O)Cc2c(C(=O)O)n(C)c3ccccc23)CC1
 : -1 | -3 | -5 | 0 | -6 | -2 | 0.3 | -12 | -4 | 1
> COc1ccc(C(=O)N2CCc3c([nH]c4ccccc34)C2C(F)(F)F)cc1 (stereo not drawn)
 : -5 | 11 | 0 | -9 | 8 | 10 | -0.1 | -13 | 26 | 4
> CCC(=O)NC(NC(=S)Nc1cccc2cccnc12)C(Cl)(Cl)Cl (stereo not drawn)
 : 11 | 50 | -2 | 4 | -4 | 4 | -0.6 | -33 | 8 | 19
> Cc1ncc(CO)c(CNc2ccc(Oc3ccccc3)cc2)c1O
 : -1 | 2 | 2 | -3 | -1 | -8 | -1.0 | -13 | -87* | 2
> O=[N+]([O-])c1cnn(-c2nc(-c3ccccc3)cc(C(F)(F)F)n2)c1
 : -1 | -7 | 0 | 0 | -4 | 2 | 0.2 | -2 | 12 | -10
> O=C(NCc1n[nH]c(=S)n1-c1ccccc1)c1ccc(S(=O)(=O)N2CCCCC2)cc1
 : -4 | -12 | 3 | -4 | 3 | -3 | -0.1 | -1 | 25 | -14
> Cc1cc(C)n(-c2ccc(NC(=O)C3CCN(Cc4ccccn4)CC3)cc2)n1
 : -10 | 6 | 0 | 6 | -4 | -31 | 0.5 | -16 | 4 | -1
> COc1cc(OC)c(C2N(c3cc(C)on3)C(=O)C3CCCN32)cc1OC (stereo not drawn)
 : -3 | 15 | -2 | -1 | 7 | -1 | 0.1 | -1 | 18 | -6
> O=C(O)c1ccc(N/N=C/c2cc3cc4c(cc3nc2Cl)OCCO4)cc1
 : -29 | -8 | 12 | 0 | x | 8 | 0.3 | -45 | 19 | 0
> O=C(Cn1nc(-c2cccc(Cl)c2)ccc1=O)NCC1COCCO1 (stereo not drawn)
 : -18 | -4 | x | x | x | 12 | -0.5 | x | 54 | 1
> O=C(NCC1CCCN1S(=O)(=O)c1ccccc1)C(=O)NC1CC1 (stereo not drawn)
 : 4 | -5 | x | x | -7 | -4 | 0.4 | x | 18 | -9
> CN1C(=O)CSc2ccc(NC(=O)NCc3cccnc3)cc21
 : 0 | -2 | 6 | 2 | 1 | 7 | 0.1 | -21 | -21 | 0

# (cont.)
compound,Platelet DG rel,HSF-1 act,HSP90 refold inh,IEC-6 cytotox,HDAC3 inhib,aSyn UTR inh,HIF act,KLF5 inh,AI-2 QS modul,HSF1 inh
O=C(Nc1ccnn1C1CCN(C(=O)c2ccc(F)cc2)CC1)C1CCOC1 (stereo not drawn),-2,-1,-1,-2,-1,-2,-0.3,-17,16,-1
Cn1c(NC(=O)c2ccc(Cl)cc2)c(-c2ccccn2)c(=O)c2ccccc21,-6,-1,3,1,-2,-35,-0.4,-19,29,-5
Cc1ccc2cc(C#N)c(NCCCNC(=O)C3CCCO3)nc2c1 (stereo not drawn),2,15,3,3,-5,-2,-0.1,-6,21,7
CC(C)[C@H](NC(=O)c1ccccc1)C(=O)OCC(=O)N1CC(=O)Nc2ccccc21,12,-15,1,8,-3,16,1.6,-27,17,2
Cc1ccc(CSCC(=O)Nc2ccccc2C(=O)O)cc1,0,31,-1,29*,-7,-94,1.4,-101,6,15
CCOC(=O)C1CCN(C(=O)CN(c2ccc(OC)c(OC)c2)S(=O)(=O)c2ccccc2)CC1,4,17,4,2,0,10,-0.5,-10,39,2
O=C(Nc1nnc(SCc2ccc(F)cc2)s1)c1ccco1,0,2,-2,-2,-2,-5,0.1,-22,11,1
COc1cccc(C2C3=C(N=c4s/c(=C\c5cccc(O)c5)c(=O)n42)c2ccccc2CC3)c1OC (stereo not drawn),-11,23,0,-3,6,24,-0.1,-21,19,7
COc1ccc(-c2csc(NC(=O)CSc3nnnn3C)n2)c(OC)c1,-16,32,x,x,x,-28,0.3,x,-19,13
CC1CN(CCc2ccccc2)c2nc3c(c(=O)n(CC(N)=O)c(=O)n3C)n2C1 (stereo not drawn),-5,3,1,-1,1,-10,2.0,3,9,-3
O=C(NC1CCCC1)C(c1cccnc1)N(C(=O)c1ccco1)c1ccc(F)cc1 (stereo not drawn),-3,10,-3,1,4,-7,-0.4,3,9,-1
Cn1c(NC(=O)Cc2cccc3ccccc23)cc(=O)n(C)c1=O,29,4,1,0,2,39,0.0,-20,16,2
COCCn1nnnc1C(c1cccc(C#N)c1)N1CCCCCC1 (stereo not drawn),2,-7,-1,-1,-2,12,-0.3,-26,5,-2
Cc1ccccc1C(=O)N1CCN(c2ccc(NC(=S)NC(=O)c3cccs3)cc2)CC1,1,-21,2,10,10,54,0.1,6,15,-13
O=C(NC1=NCCCCC1)c1cccc2ccccc12,3,4,3,-5,-2,5,-0.3,-3,10,-4
CCn1c(SCC(=O)NNC(=O)c2ccc(OC)cc2)nnc1-c1ccco1,4,-15,-1,2,-1,0,0.5,-19,11,-9
